Rin1-Abl PPI inh: human Rin1-Abl interaction inhibition; P00519+Q13671; TR-FRET Rin1/Abl binding, biochemical; inhibition, % at 7.35 µM; 0.4% of 360,000 active; AID 588664; in the data active = inhibition above about 5%, passing the limit was not always enough
Neddyl block: cullin neddylation inhibition; P61081+Q13564; TR-FRET cullin neddylation, biochemical; AID 651699; 0.58% of 360,000 active; calls only at 25 µM; in the data active = inhibition above about 36%
MsrA inhibitor: inhibits bovine methionine sulfoxide reductase A; inhibition, % at 15.5 µM; 0.75% of 360,000 active; AID 651718; purified bovine MsrA, absorbance read-out; in the data active = inhibition above about 4.5%;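 also: 0% = vehicle wells with enzyme and 100% = reference inhibitor wells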
FAS-TE inh: inhibitors of human fatty acid synthase thioesterase domain; recombinant FAS-TE, OMFH fluorogenic substrate, fluorescence endpoint; inhibition, % at 15 µM; AID 602261; 0.67% of 360,000 active;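 active = compounds whose normalised, plate-corrected inhibition of enzyme fluorescence in the single-dose primary screen is 50% or more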;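 also: 0% = DMSO with enzyme and 100% = substrate without enzyme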
CSN inh: inhibitors of human CSN-mediated cullin deneddylation; Q92905; Purified CSN, SCF-Nedd8-OG deneddylation, fluorescence polarization; inhibition, % at 12.5 µM; 0.38% of 360,000 active;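 active = pattern-corrected inhibition above about 35%, with an unprinted fluorescence ratio check between 0.5 and 1.5, limit read from the data, passing the limit was not always enough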;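 also: 0% = enzyme with substrate and 100% = substrate without enzyme; some results filed as inactive read as strong as hits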
Target sequence (Q92905 whole entry, looked up, one chain of several): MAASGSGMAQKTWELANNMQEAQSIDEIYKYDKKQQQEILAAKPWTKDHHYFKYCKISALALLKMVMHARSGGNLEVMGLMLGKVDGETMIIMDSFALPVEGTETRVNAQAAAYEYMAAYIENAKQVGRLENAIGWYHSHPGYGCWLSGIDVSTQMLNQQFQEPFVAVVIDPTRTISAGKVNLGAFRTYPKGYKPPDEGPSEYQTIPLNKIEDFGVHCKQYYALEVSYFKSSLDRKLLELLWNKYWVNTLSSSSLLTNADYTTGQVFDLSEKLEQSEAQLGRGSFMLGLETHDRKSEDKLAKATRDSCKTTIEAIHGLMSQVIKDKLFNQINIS
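Test system: purified human Csn5 enzyme expressed in HEK293T cells. Amount: 0.24 nM enzyme. Reagent: SCFSkp2-Nedd8OG substrate at 10 nM final. Schedule: 90 min incubation of compound, enzyme and substrate at room temperature. Detection: fluorescence polarization. Read-out: % inhibition of substrate cleavage by Csn5.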
MsrA act: bovine methionine sulfoxide reductase A activation. activation, % at 10.6 µM. purified bovine MsrA, absorbance read-out. AID 602163. 0.3% of 360,000 active; in the data active = activation above about 7.5%;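 also: 0% = vehicle and 100% = reference activator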
MLLE-PAM2 inh: inhibitors of microRNA-mediated deadenylation, human PABP1 MLLE binding. P11940. GST-MLLE / FITC-PAM2 fluorescence polarization. inhibition, % at 20 µM. 0.36% of 360,000 active. AID 588489; in the data active = inhibition above about 35%, passing the limit was not always enough;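 also: plate controls were DMSO wells with GST-MLLE for no effect and wells lacking GST-MLLE protein for full effect; some results filed as inactive read as strong as hits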
TbMetRS inhib: blocks T. brucei methionyl-tRNA synthetase activity | inhibition, % at 11.9 µM | 0.4% of 360,000 active | purified T. brucei MetRS, ATP depletion, Kinase-Glo luminescence | AID 624268;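 active = inhibition above a per-plate cutoff of the control wells' mean inhibition plus 3 SD, cut at about 5.5% in these data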;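 also: 0% = DMSO wells median and 100% = median of wells with control inhibitor compound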
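Material: parasite MetRS enzyme / Replication: singlicate, one well per compound / Signal: luminescence of leftover ATP / Schedule: 2 h aminoacylation at 25 °C after 15 min preincubation / Medium: HEPES-MgCl2-KCl buffer plus DTT, spermine, BSA, pyrophosphatase / Doses: 11.9 µM single point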
E coli Lon inh: inhibitors of E. coli Lon protease; purified E. coli Lon protease, fluorescence polarization; inhibition, % at 7.94 µM; 0.42% of 360,000 active; in the data active = inhibition above about 13%, passing the limit was not always enough;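 also: 0% = enzyme with probe and DMSO and 100% = no enzyme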
Target sequence (P0A9M0 whole entry, looked up): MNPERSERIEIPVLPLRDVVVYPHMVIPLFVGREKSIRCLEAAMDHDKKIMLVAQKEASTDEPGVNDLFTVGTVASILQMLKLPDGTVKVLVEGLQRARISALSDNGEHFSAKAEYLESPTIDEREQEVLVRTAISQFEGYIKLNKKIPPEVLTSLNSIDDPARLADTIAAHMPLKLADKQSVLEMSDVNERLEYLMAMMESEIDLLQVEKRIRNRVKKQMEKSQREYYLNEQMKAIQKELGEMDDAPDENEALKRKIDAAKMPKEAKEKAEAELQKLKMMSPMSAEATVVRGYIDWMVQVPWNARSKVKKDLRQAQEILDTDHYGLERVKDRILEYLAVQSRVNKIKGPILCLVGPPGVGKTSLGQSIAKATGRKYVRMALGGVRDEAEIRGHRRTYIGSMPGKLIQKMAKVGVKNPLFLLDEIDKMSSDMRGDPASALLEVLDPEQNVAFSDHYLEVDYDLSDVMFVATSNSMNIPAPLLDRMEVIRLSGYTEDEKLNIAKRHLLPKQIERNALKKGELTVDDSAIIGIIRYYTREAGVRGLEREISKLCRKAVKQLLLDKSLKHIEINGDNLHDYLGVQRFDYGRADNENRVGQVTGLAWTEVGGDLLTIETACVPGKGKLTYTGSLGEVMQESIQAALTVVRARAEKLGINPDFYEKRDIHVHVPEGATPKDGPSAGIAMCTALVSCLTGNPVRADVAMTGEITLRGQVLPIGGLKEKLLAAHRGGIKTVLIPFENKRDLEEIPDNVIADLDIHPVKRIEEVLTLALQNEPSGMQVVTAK
The depositor's hits bear a star; i = inactive; . = not tested or not shown.

SMILES | Rin1-Abl PPI inh | Neddyl block | MsrA inhibitor | FAS-TE inh | CSN inh | MsrA act | MLLE-PAM2 inh | TbMetRS inhib | E coli Lon inh
O=C(CCn1ccc2cc(S(=O)(=O)N3CCCC3)ccc21)NCc1cccc(F)c1 | 2 | i | -0.4 | 3 | -1 | -9 | 8 | -1.2 | -1
CSCCCNC(=S)N1CCN(S(=O)(=O)c2cccc(C(F)(F)F)c2)CC1 | 5 | i | 3.8 | 6 | 0 | -1 | -88 | 0.5 | -2
COc1ccc(N(CC(=O)NC2CCCCC2C)S(=O)(=O)c2c(C)nn(C)c2C)cc1 (stereo not drawn) | -1 | i | -0.7 | -6 | -1 | -1 | 7 | -0.7 | -8
O=C(Cc1cccs1)N1CCN(S(=O)(=O)c2cccc([N+](=O)[O-])c2)CC1 | 0 | i | -0.7 | 2 | -3 | -3 | -8 | 0.1 | -2
CCN(CC)S(=O)(=O)c1ccc(/C=C/C(=O)OCC(=O)NCc2ccco2)cc1 | -4 | i | 0.9 | -2 | 9 | -1 | 6 | -0.2 | -16
COCCN1C(=O)C(=O)/C(=C(/O)c2cccc(OC)c2)C1c1ccc(C)o1 (stereo not drawn) | 1 | i | 3.6 | -9 | -5 | -12 | 6 | -0.6 | 0
COc1ccc(C2=CC(=O)C[C@H](CN3C(=O)c4ccccc4C3=O)N(C(=O)OC(C)(C)C)O2)cc1 | -1 | i | 0.9 | 34 | 6 | -1 | 1 | 0.6 | -5
Cc1ccc(C(=O)N2CCN(c3ccc(NC(=O)c4cccs4)cc3)CC2)cc1 | 0 | i | 0.7 | 2 | 1 | -5 | -3 | -0.5 | 8
CC(=O)c1nnn(-c2ccc(Cl)cc2C#N)c1C | -3 | i | -0.1 | 0 | 1 | -4 | 6 | -0.1 | -7
COc1nc(N2CCOCC2)nc(C)c1[N+](=O)[O-] | -1 | i | -0.4 | -5 | -13 | -9 | -8 | -1.3 | 2
CCN(CC)C(=O)CN(c1cc(Cl)ccc1OC)S(C)(=O)=O | -3 | i | -0.2 | -11 | 1 | -6 | 3 | -1.8 | -3
COc1ccccc1N1CCN(C2=CC(=O)CCC2)CC1 | 0 | i | 0.3 | -12 | 4 | -2 | -7 | 0.2 | 4
Cc1nc(SCC(=O)N2CCCC2=O)c2c(C)c(C)sc2n1 | -3 | i | 0.2 | -2 | 3 | -4 | 19 | -0.3 | -9
COc1ccc(S(=O)(=O)Nc2cccc(S(=O)(=O)NC3=NCCC3)c2)cc1[N+](=O)[O-] | 2 | i | -1.0 | -6 | 0 | -3 | 3 | -0.4 | 5
CC(C)C(NC(=O)c1ccc2c(c1)OCO2)C(=O)N/N=C\c1ccco1 (stereo not drawn) | 1 | i | 1.3 | -8 | 7 | 1 | -111 | -0.4 | -8
C[C@@H]1CN([C@H](C)CO)C(=O)CCCn2nncc2CO[C@@H]1CN(C)S(C)(=O)=O | 2 | i | 0.2 | -4 | -1 | -8 | 5 | -2.8 | 9
CCCCSc1nnc([C@H](C)NC(=O)OC(C)(C)C)o1 | 1 | i | -0.3 | -1 | 1 | -3 | 2 | -0.9 | 9
CCOP(=O)(OCC)/C(C#N)=C/c1cc(OC)ccc1OC | -3 | i | 0.2 | -2 | 0 | -5 | 13 | -1.5 | -1
CCOC(=O)c1nc(C)n(-c2cc(Cl)ccc2Cl)n1 | -5 | i | 0.2 | -5 | -1 | -1 | -4 | -0.2 | -2
CC(=O)Nc1ccc(/C(C)=N/NC(=O)C2CC2c2ccccc2)cc1 (stereo not drawn) | -3 | i | -1.0 | -16 | -2 | -3 | -3 | -0.2 | 2

A different layout for some results above:
Screens in order – Rin1-Abl PPI inh, Neddyl block, MsrA inhibitor, FAS-TE inh, CSN inh, MsrA act, MLLE-PAM2 inh, TbMetRS inhib, E coli Lon inh
- CCOP(=O)(OCC)/C(C#N)=C/c1cc(OC)ccc1OC
 : -3, i, 0.2, -2, 0, -5, 13, -1.5, -1
- COCCN1C(=O)C(=O)/C(=C(/O)c2cccc(OC)c2)C1c1ccc(C)o1 (stereo not drawn)
 : 1, i, 3.6, -9, -5, -12, 6, -0.6, 0

Other structures.
SMILES | Rin1-Abl PPI inh | Neddyl block | MsrA inhibitor | FAS-TE inh | CSN inh | MsrA act | MLLE-PAM2 inh | TbMetRS inhib | E coli Lon inh
CC(C)CN(C(=O)COC(=O)CCC(=O)c1ccc(F)cc1)c1c(N)n(Cc2ccccc2)c(=O)[nH]c1=O | -1 | i | 0.8 | 1 | 0 | -11 | -8 | -0.6 | 3
O=C(NNc1cccc(Cl)n1)c1c(F)cccc1F | 5 | i | 2.2 | -7 | -9 | -6 | -22 | -1.0 | -6
COCc1nc2c([nH]1)c(=O)n(C)c(=O)n2CC(C)C | -1 | i | -0.9 | -2 | 0 | -4 | -1 | -1.5 | 2
Cc1cc(NC(=O)CN2CCC(C)CC2)no1 | 2 | i | 0.3 | -8 | 4 | -8 | 8 | -0.7 | 3
CCCCN(CC)CCNC(=O)c1cc2c(=O)n(CC)c3ccccc3c2s1 | -5 | . | 1.0 | 6 | -1 | -8 | -7 | -1.4 | 0
CN1CCN(C(=O)CN(Cc2ccc(Cl)cc2)S(C)(=O)=O)CC1 | 0 | i | 0.1 | -4 | -1 | -3 | 1 | 0.7 | 7
COc1ccccc1CNC(=O)CSC1=NCCS1 | 1 | i | 0.3 | -8 | 6 | -1 | 41* | 0.3 | 2
Cc1csc(=O)n1CCC(=O)OCC(=O)Nc1ccc(S(N)(=O)=O)cc1 | -1 | i | 0.9 | -6 | -4 | -2 | 3 | -0.1 | -4
CC(C)NC[C@H](O)c1ccc(O)c(O)c1 | 2 | i | -1.6 | -4 | -5 | -6 | -1 | -1.3 | -7
Cc1ccc(OCC(O)CNC2CCCC2)cc1C (stereo not drawn) | 0 | i | -1.2 | -3 | 1 | -2 | -20 | -0.4 | -11
Cc1ccc(CN(C)C(=O)c2ccc3c(c2)NC(=O)CS3)o1 | -2 | i | 0.2 | -3 | -4 | -9 | 8 | -0.1 | -11
CC(=O)c1ccc(-n2c(CCC(=O)O)ccc2-c2cccs2)cc1 | 2 | i | 0.5 | -4 | 5 | -5 | -4 | 0.2 | 3
CC(/C=C1\SC(=S)N(NC(=O)c2ccncc2)C1=O)=C\c1ccccc1 | -3 | i | 1.2 | 11 | 2 | -3 | -6 | -0.1 | 1
Cc1ccccc1Cn1c(C)c(C(=O)NCC(C)C)sc1=O | -1 | i | -0.8 | -3 | 5 | 1 | 1 | -0.2 | 9
CC1(C)NC(=O)N(c2ccc([N+](=O)[O-])c(C(F)(F)F)c2)C1=O | 2 | i | -0.9 | 12 | -3 | -1 | -3 | 0.0 | 1
CC(C)(C)OC(=O)N(CCc1ccccc1)Cc1ccccc1OCc1ccc(NC(=O)C2CCC2)cc1 | 0 | i | -0.4 | 19 | 3 | -8 | -14 | 0.7 | -5
CCCOC(=O)c1ccc(Oc2c(-c3ccc(O)cc3O)n[nH]c2C)cc1 | -3 | i | -1.0 | -137 | 0 | 1 | 1 | 0.0 | 3
COc1ccccc1CN1CC(C(=O)NCCC2=CCCCC2)CCC1=O (stereo not drawn) | 0 | i | -0.8 | 0 | 0 | -4 | -4 | -0.6 | 0
Cc1cc2c(SCc3ccccc3Cl)nc(N)nc2nc1C | -8 | i | -0.2 | -10 | 15 | -2 | -77 | -0.3 | -32
COc1ccc(S(=O)(=O)N2CCCCCC2)cc1NC(=O)Cc1ccccc1 | 0 | i | 0.7 | 4 | 6 | -4 | -6 | -0.5 | -4
CC(=O)N1c2ccc(S(=O)(=O)NCCC(=O)NCCc3ccc(Cl)cc3)cc2CC1C (stereo not drawn) | 2 | i | 2.0 | 0 | -2 | 0 | 0 | 0.1 | 2
CC(C)C1Cc2[nH]c(=S)[nH]c(=O)c2C(c2ccc(Cl)cc2)O1 (stereo not drawn) | 2 | i | -0.4 | 8 | 1 | 2 | 13 | -0.3 | -4
Cc1ccc(Cl)cc1-n1c(SCC(=O)NCCC2=CCCCC2)nc2n[nH]c(C)c2c1=N | 0 | i | -0.1 | 1 | -3 | -1 | 6 | 0.0 | -4
Cc1cccc(NC(=O)C(C)n2cc([N+](=O)[O-])cn2)n1 (stereo not drawn) | 0 | i | 0.1 | -3 | -1 | -3 | 9 | -0.8 | -7
COc1cccc(C(=O)c2c[nH]c(C(=O)NCc3cccnc3)c2)c1 | -4 | i | -1.1 | -5 | 9 | -3 | 3 | 0.6 | 6
O=C(NC1CCCCC1)C(c1cccnc1)N(C(=O)c1csnn1)c1ccccc1F (stereo not drawn) | 2 | i | -0.5 | -4 | -1 | -2 | 6 | -0.6 | -3
O=C(Nc1cccc(C(F)(F)F)c1)/C(=C/c1ccco1)NC(=O)c1cccs1 | 0 | i | 0.5 | -2 | 10 | -11 | -13 | -0.8 | -11
CCCN1C(=O)c2cc(C(=O)O)ccc2C1O (stereo not drawn) | 1 | i | -1.4 | -6 | 3 | -4 | 3 | 0.2 | 6
O=C(NC1CCCCC1)C1CC=CCC1C(=O)OCC(Cl)=C(Cl)Cl (stereo not drawn) | -1 | i | 1.0 | 4 | 1 | -1 | -7 | -0.6 | -4
COc1cc2cc(CN(CCc3ccccc3C)C(=S)NCCCN3CCOCC3)c(=O)[nH]c2cc1OC | 1 | i | -1.3 | -2 | -3 | 4 | -130 | -0.4 | -11
CC(=Nc1ccc2c(c1)nc(CO)n2C)C1=C(O)CC(C)(C)CC1=O | 1 | i | 1.7 | -4 | -3 | 1 | 6 | 0.0 | 2
CC1(C)CC(=O)C=C(Nc2ccccc2NC(=O)c2cnccn2)C1 | 0 | i | 1.1 | -12 | -2 | -8 | 8 | -2.7 | -1
CCN1C[C@@H]2[C@@H]3C(=O)N(Cc4ccccc4)C(=O)[C@@H]3[C@](CC)(C1=O)N2C(=O)c1ccc(Br)cc1 | 6 | i | 0.2 | -5 | 0 | -3 | 10 | -0.2 | 9
O=C(c1ccc(Br)o1)N1CCN(c2ccc3nnc(-c4ccc(F)cc4)n3n2)CC1 | 2 | i | 0.6 | 17 | 5 | -2 | 3 | 0.0 | -8
O=C(OCc1c(-c2ccccc2)ncc2ccccc12)c1ccc(Br)cc1 | 2 | i | -1.0 | 29 | 0 | -2 | 20 | -0.2 | 0
CCS(=O)(=O)N1Cc2ccccc2CC1C(=O)OCC(=O)N(C(C)C)C(C)C (stereo not drawn) | -1 | i | 0.4 | -5 | -1 | 3 | -2 | -0.5 | -1
CCN(CC(=O)NCc1ccc(Cl)cc1)CC(=O)Nc1ccc(C(N)=O)cc1 | 1 | i | -0.5 | -4 | -11 | -2 | 1 | -0.2 | -1
CCCCc1cc(=O)oc2cc(C)cc(OCC(=O)N3C[C@H]4C[C@@H](C3)c3cccc(=O)n3C4)c12 | -2 | . | 0.4 | 3 | 1 | -4 | 6 | -0.8 | 2
CSc1cccc(NC(=S)N2CCC(N(C)C3CCCCC3C)CC2)c1 (stereo not drawn) | 1 | i | 0.2 | 1 | -1 | -11 | -39 | 0.3 | 6
Cc1ccc(S(=O)(=O)N(C)c2c(C)ccc(S(=O)(=O)N3CCN(C=O)CC3)c2C)cc1 | 2 | i | -0.1 | 2 | -5 | -1 | 2 | 0.2 | -7
O=C(CN1C(=O)C(=O)N(CCC2=CCCCC2)C1=O)c1c[nH]c2ccccc12 | -3 | i | 0.6 | 18 | -2 | -8 | 0 | 0.6 | 4
CC(C)C(c1nnnn1Cc1ccc(F)cc1)N1CCC(C(N)=O)CC1 (stereo not drawn) | 1 | i | 0.5 | -8 | -9 | -3 | -3 | 0.1 | -9

High-throughput results deposited in PubChem BioAssay by several laboratories.
